Screening data deposited in PubChem BioAssay by several laboratories.
rCAG RNA binder: r(CAG) repeat RNA binding; TO-PRO-1 dye displacement fluorescence; inhibition, % at 3 µM; 1.3% of 370,000 active;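 active = inhibition above the plate cutoff, the mean of all test compounds on that plate plus 3 SD, cut at about 35% in these data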;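 also: 0% = DMSO alone and 100% = 100 µM mitoxantrone as full dye displacement; higher means more dye released from RNA so lower well fluorescence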
Tn6 DDE FP: DD(E)-Tn6 binding inhibition, primary FP screen | P02675 | Fibrin DD(E) TRITC-Tn6 fluorescence polarization displacement | inhibition, % at 8.3 µM | 0.21% of 370,000 active;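 active = inhibition above a per-campaign cutoff: mean of compounds within control limits plus 3 SD, cut at about 15% in these data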;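 also: 0% = median of all compound wells on the plate and 100% = blocking peptide control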
ADAM10 inh: inhibitors of human ADAM10; O14672; recombinant ADAM10, EDANS/DABCYL FRET peptide cleavage, 3 h; inhibition, % at 7 µM; 0.62% of 370,000 active;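 active = inhibition above a per-campaign cutoff equal to the mean of compounds falling between control-based bounds plus 3 SD, cut at about 20% in these data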;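 also: 0% = DMSO wells while the 100% control is not disclosed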
sPLA2-III inh: Inhibits HGIII-sPLA2 liposome hydrolysis, primary screen; 0.56% of 370,000 active; QFRET BODIPY PC-A2 liposome hydrolysis, fluorescence; AID 743126; inhibition, % at 12.2 µM;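 active = inhibition above mean plus 3 SD of compounds lying within the high and low control bounds, cut at about 19% in these data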;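 also: 0% = median of test compound wells and 100% = no enzyme DMSO wells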
ARFGAP1 inhibitor: inhibits rat ARF GTPase activating protein 1 | 0.26% of 360,000 active | AID 651572 | Q62848 | Arfgap1-stimulated ARF1 GTP hydrolysis, GDP FP detection | inhibition, % at 16.5 µM;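 active = inhibition above a per-plate limit, mean inhibition of low control wells plus 3 SD, cut at about 25% in these data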;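 also: 0% = DMSO wells with enzyme and 100% = wells lacking Arfgap1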
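Material – truncated rat Arfgap1 GAP domain · Buffer or medium – HEPES-based buffer, pH 7.5 · Reagent – human ARF1(Δ1-17)-GTP substrate · Dosing – 16.5 µM single point, 1.26% DMSO · Schedule – GTP hydrolysis reaction 2 h at 25 °C · Technique – GDP detection by fluorescence polarization · Benchmarks – No-Arfgap1 wells (100%) versus DMSO full-reaction wells (0%) · Repeats – single replicate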
NPR1 activator: GC-A (human) enzyme activation. HEK293 GC-A cells, cGMP TR-FRET, EC30 ANP; 0% at EC30 ANP, 100% saturating ANP. activation, % at 10 µM. 0.14% of 370,000 active. AID 1671463; in the data active = activation above about 40%
Target sequence (P16066 whole entry, looked up): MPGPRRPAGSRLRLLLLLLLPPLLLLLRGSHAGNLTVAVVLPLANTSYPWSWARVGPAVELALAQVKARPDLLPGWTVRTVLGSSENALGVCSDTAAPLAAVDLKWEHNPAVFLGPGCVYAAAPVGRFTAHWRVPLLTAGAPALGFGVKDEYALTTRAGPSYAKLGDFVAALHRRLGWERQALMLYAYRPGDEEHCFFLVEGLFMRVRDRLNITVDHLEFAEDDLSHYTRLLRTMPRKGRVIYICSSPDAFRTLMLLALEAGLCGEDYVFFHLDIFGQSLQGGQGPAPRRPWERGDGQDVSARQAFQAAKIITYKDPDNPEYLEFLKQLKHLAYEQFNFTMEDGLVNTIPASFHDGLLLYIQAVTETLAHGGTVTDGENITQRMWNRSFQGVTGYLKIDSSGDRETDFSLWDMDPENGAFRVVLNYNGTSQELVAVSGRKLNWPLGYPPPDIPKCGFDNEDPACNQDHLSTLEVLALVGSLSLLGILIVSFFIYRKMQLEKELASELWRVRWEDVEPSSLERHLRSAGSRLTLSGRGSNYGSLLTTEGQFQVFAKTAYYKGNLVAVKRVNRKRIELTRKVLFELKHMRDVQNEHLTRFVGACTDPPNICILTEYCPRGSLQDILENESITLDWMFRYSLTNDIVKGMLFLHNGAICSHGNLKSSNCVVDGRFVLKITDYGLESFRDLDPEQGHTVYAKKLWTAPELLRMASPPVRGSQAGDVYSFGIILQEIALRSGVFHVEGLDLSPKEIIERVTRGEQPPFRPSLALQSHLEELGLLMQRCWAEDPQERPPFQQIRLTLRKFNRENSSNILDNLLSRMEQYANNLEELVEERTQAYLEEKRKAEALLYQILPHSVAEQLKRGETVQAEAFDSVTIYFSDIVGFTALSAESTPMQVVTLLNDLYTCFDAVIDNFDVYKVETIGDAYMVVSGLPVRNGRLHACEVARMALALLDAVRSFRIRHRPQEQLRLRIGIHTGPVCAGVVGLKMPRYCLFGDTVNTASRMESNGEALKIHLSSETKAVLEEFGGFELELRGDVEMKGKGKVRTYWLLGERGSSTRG
KLK7 zymogen act: activates the human kallikrein-7 zymogen. 0.9% of 370,000 active. purified proKLK7, EDANS-DABCYL substrate fluorescence; 100% is mature enzyme control, 0% vehicle. P49862. activation, % at 7 µM;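 active = activation above the mean of all tested compounds plus 3 SD, computed per campaign excluding outliers beyond control limits, cut at about 13% in these data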
ASAP1 inh: blocks human ASAP1-stimulated Arf1 GTP hydrolysis | Q9ULH1 | GDP FP detection | inhibition, % at 16.5 µM | 0.19% of 360,000 active | AID 624377; in the data active = inhibition above about 25%;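 also: 0% = vehicle with enzyme and substrate and 100% = no enzyme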
FXN GAA850 act: frataxin GAA850 promoter activation | HEK293 lucGAA850 FXN promoter luciferase reporter, 24 h; percent of 10 µM SAHA response | activation, % at 6 µM | 0.56% of 360,000 active;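 active = activation above the average of all compounds screened plus 3 SD, cutoff fixed separately per campaign, cut at about 7.5% in these data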;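 also: 0% = DMSO wells and 100% = 10 µM SAHA wells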
GC-B act: GC-B (human) receptor activation. P20594. HEK293-GC-B cells, CNP EC30, cGMP TR-FRET; 0% at EC30 CNP, 100% saturating CNP. activation, % at 10 µM. 0.11% of 370,000 active;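 active = activation at 10 µM reaching about 35% in either raw or pattern-adjusted values, limit read from the data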
* marks the source's active call; other numbers are inactive results; nt = no result given.

SMILES	rCAG RNA binder	Tn6 DDE FP	ADAM10 inh	sPLA2-III inh	ARFGAP1 inhibitor	NPR1 activator	KLK7 zymogen act	ASAP1 inh	FXN GAA850 act	GC-B act
COc1ccc(CNC(=O)CN2C(=O)NC3(CCCc4sccc43)C2=O)cc1 (stereo not given)	2	-3	-18	16	-6	1	0.4	-2	1.4	5
Cc1cc(F)ccc1C(O)c1ncc(-c2ccc(Oc3ccccc3)cc2)[nH]1 (stereo not given)	5	6	30*	-8	14	4	-0.2	-1	0.6	5
COc1ccc(Cl)cc1Nc1nc(C)nc2c1nnn2Cc1ccccc1	5	0	7	5	-7	0	-59	4	0.4	-2
CCOC(=O)[C@@]12CCCC=C1N(CCc1ccc(Cl)cc1)C(=O)[C@H]2CC(=O)NCc1ccc(C)o1	8	-6	6	-17	nt	-2	0.4	nt	nt	-2
Cc1sc2nc3ccc(N4CCCCC4)nn3c(=O)c2c1C	2	-3	-55	12	-2	2	1.5	-10	4.4	-5
Cc1cc(C)n2nc(SCc3nnc(-c4cccs4)o3)nc2n1	1	-9	-7	2	0	6	-0.4	-5	-0.5	5
COc1ccc(C(=O)NCC(=O)OCc2ccc(Br)cc2)cc1	-3	-3	0	9	7	-1	0.1	5	1.3	4
CCN(CC)S(=O)(=O)c1ccc(OC(C)C)nc1	-7	1	-4	0	-12	-1	0.4	-6	1.0	0
Cc1noc(NS(=O)(=O)c2ccc(NC(=O)c3ccc(N4C(=O)c5ccccc5C4=O)cc3)cc2)c1C	74*	7	3	1	7	0	-0.6	-2	2.7	-4
Cc1ccc(S(=O)(=O)NCCCCCC(=O)Nc2cccc(C)c2)cc1	2	3	6	-36	-7	-2	0.1	1	-0.2	0
Cc1ccc(S(=O)(=O)Nc2cc(-c3nn(C)c(=O)c4ccccc34)ccc2N2CCOCC2)cc1	-1	2	-5	2	2	3	0.2	1	-1.6	5
CCOC(=O)c1c(C)noc1CP(=O)(c1ccccc1)c1ccccc1	-7	7	0	-5	2	-2	0.0	-3	-1.7	0
COC(=O)[C@H](CC(C)C)N(CCCc1cn(Cc2ccc(C)cc2)nn1)S(=O)(=O)c1ccc(F)cc1Br	-1	-2	16	-20	nt	-3	0.3	nt	nt	3
O=C(O)c1nn(CC(=O)N2CCCCCC2)c(=O)c2ccccc12	-1	13	-2	-1	-2	-4	-0.4	-4	1.6	4
Clc1ccc(OCCn2cnc(Cl)c2Cl)cc1	5	-1	8	-4	4	1	-0.3	5	0.6	-4
Cc1ccc(N2C(=O)C(CN3CCOCC3)C2c2ccccc2)cc1 (stereo not given)	-8	-1	2	-8	2	-20	0.2	-3	0.5	-10
Cc1ccc(N=Nc2c(O)ccc3n[nH]nc23)cc1	9	-6	11	-35	10	-3	-0.3	2	0.2	-7
OC[C@H]1OC(O)[C@H](O)[C@@H]1O (stereo not given in full)	0	-2	-8	4	0	2	-0.1	-2	-0.6	-2
COc1ccc(S(=O)(=O)NCC2CCCN(C(=O)CC3CCCC3)C2)cc1 (stereo not given)	-4	0	3	-5	0	7	-0.5	0	1.1	3
OC(c1nnc(-c2ccccc2)o1)c1cccs1 (stereo not given)	-1	-3	5	-1	4	1	0.0	5	4.8	0
CC(C)(C)SC(=O)CC1NS(=O)(=O)OCC1NC(=O)OCC(Cl)(Cl)Cl (stereo not given)	-5	3	-1	-9	-10	-2	-0.3	-4	3.4	-2
COc1ccc2sc(N(CCN(C)C)C(=O)/C=C/c3cccs3)nc2c1	-1	3	11	-11	-14	-11	-383	-13	0.1	-7
CCC1C(=O)Nc2ccccc2N1C(=O)c1ccc(Cl)nc1 (stereo not given)	0	1	0	1	10	3	-1.2	6	4.0	-1
CC1(C)CC(=O)C(Sc2nnc(-c3ccc(NS(C)(=O)=O)cc3)n2Cc2ccco2)C(=O)C1	5	-1	3	8	16	2	0.5	11	-1.2	2

13 consecutive records out of the list so far, quoted:
SMILES	rCAG RNA binder	Tn6 DDE FP	ADAM10 inh	sPLA2-III inh	ARFGAP1 inhibitor	NPR1 activator	KLK7 zymogen act	ASAP1 inh	FXN GAA850 act	GC-B act
Cc1noc(NS(=O)(=O)c2ccc(NC(=O)c3ccc(N4C(=O)c5ccccc5C4=O)cc3)cc2)c1C	74*	7	3	1	7	0	-0.6	-2	2.7	-4
Cc1ccc(S(=O)(=O)NCCCCCC(=O)Nc2cccc(C)c2)cc1	2	3	6	-36	-7	-2	0.1	1	-0.2	0
Cc1ccc(S(=O)(=O)Nc2cc(-c3nn(C)c(=O)c4ccccc34)ccc2N2CCOCC2)cc1	-1	2	-5	2	2	3	0.2	1	-1.6	5
CCOC(=O)c1c(C)noc1CP(=O)(c1ccccc1)c1ccccc1	-7	7	0	-5	2	-2	0.0	-3	-1.7	0
COC(=O)[C@H](CC(C)C)N(CCCc1cn(Cc2ccc(C)cc2)nn1)S(=O)(=O)c1ccc(F)cc1Br	-1	-2	16	-20	nt	-3	0.3	nt	nt	3
O=C(O)c1nn(CC(=O)N2CCCCCC2)c(=O)c2ccccc12	-1	13	-2	-1	-2	-4	-0.4	-4	1.6	4
Clc1ccc(OCCn2cnc(Cl)c2Cl)cc1	5	-1	8	-4	4	1	-0.3	5	0.6	-4
Cc1ccc(N2C(=O)C(CN3CCOCC3)C2c2ccccc2)cc1 (stereo not given)	-8	-1	2	-8	2	-20	0.2	-3	0.5	-10
Cc1ccc(N=Nc2c(O)ccc3n[nH]nc23)cc1	9	-6	11	-35	10	-3	-0.3	2	0.2	-7
OC[C@H]1OC(O)[C@H](O)[C@@H]1O (stereo not given in full)	0	-2	-8	4	0	2	-0.1	-2	-0.6	-2
COc1ccc(S(=O)(=O)NCC2CCCN(C(=O)CC3CCCC3)C2)cc1 (stereo not given)	-4	0	3	-5	0	7	-0.5	0	1.1	3
OC(c1nnc(-c2ccccc2)o1)c1cccs1 (stereo not given)	-1	-3	5	-1	4	1	0.0	5	4.8	0
CC(C)(C)SC(=O)CC1NS(=O)(=O)OCC1NC(=O)OCC(Cl)(Cl)Cl (stereo not given)	-5	3	-1	-9	-10	-2	-0.3	-4	3.4	-2

Compound profiles, from the list above:
CCC1C(=O)Nc2ccccc2N1C(=O)c1ccc(Cl)nc1 (stereo not given) is listed as rCAG RNA binder = 0; Tn6 DDE FP = 1; ADAM10 inh = 0; sPLA2-III inh = 1; ARFGAP1 inhibitor = 10; NPR1 activator = 3; KLK7 zymogen act = -1.2; ASAP1 inh = 6; FXN GAA850 act = 4.0; GC-B act = -1
OC(c1nnc(-c2ccccc2)o1)c1cccs1 (stereo not given) is listed as rCAG RNA binder = -1; Tn6 DDE FP = -3; ADAM10 inh = 5; sPLA2-III inh = -1; ARFGAP1 inhibitor = 4; NPR1 activator = 1; KLK7 zymogen act = 0.0; ASAP1 inh = 5; FXN GAA850 act = 4.8; GC-B act = 0

Next structures follow:
SMILES	rCAG RNA binder	Tn6 DDE FP	ADAM10 inh	sPLA2-III inh	ARFGAP1 inhibitor	NPR1 activator	KLK7 zymogen act	ASAP1 inh	FXN GAA850 act	GC-B act
CCOC(=O)C1CCCN(C/C(O)=C(\C#N)c2nc(-c3ccc(Cl)cc3)cs2)C1 (stereo not given)	35*	-4	13	-27	7	-5	0.1	3	-2.6	-4
Cc1ccc(C(C)NC(=O)c2ccc3c(c2)OCCO3)cc1C (stereo not given)	-5	-6	-13	5	-8	-3	-0.2	-2	1.8	3
CCc1cccc(OCC(=O)Nc2ccc(C)c(S(=O)(=O)N3CCCCCC3)c2)c1	5	5	6	-22	8	-1	0.1	7	-2.0	1
COc1ccc(CC(N)c2csc(Nc3ccc(S(C)(=O)=O)cc3)n2)cc1 (stereo not given)	10	-3	-68	19	13	-6	27*	-2	-0.4	-4
Cc1ccc(C)c(S(=O)(=O)Nc2ccc(C(=O)N3CCCCC3)cc2)c1	-2	2	-7	-15	4	3	0.8	16	0.7	1
Cc1ccc(CNS(=O)(=O)c2ccc(-n3cnnn3)c(C)c2)cc1	-2	8	0	-2	-19	-3	0.2	12	2.4	-2
CCc1ccc([C@H]2[C@@H]3C(=O)C[C@@H]4C(=O)N(C)C(=O)[C@@H]4[C@@H]3CN2S(=O)(=O)c2ccc(C)cc2)cc1	5	-4	12	-44	-11	-2	-0.2	-2	nt	-3
Cc1csc(NC(=O)CCc2c(C)nc3cc(-c4ccc(Cl)cc4)nn3c2C)n1	0	-3	-22	-6	10	-2	-0.7	0	-12	2
O=C1/C(=C/c2ccco2)SC(=S)N1CCC(=O)N1CCCCC1CCO (stereo not given)	25	-1	-3	-5	16	-1	-0.1	-13	-1.8	4
Cc1cc(NC(=O)c2cc(-c3ccc(Br)cc3)on2)no1	1	7	-3	2	-7	-1	-0.3	5	0.9	-4
Cn1c(CNc2nc(-c3ccccc3)cs2)nnc1SCC(=O)N1CCc2ccccc21	1	-9	15	-13	15	-7	0.2	-1	-0.1	-9
S=c1[nH]c2cnc(Cl)nc2[nH]1	2	0	-3	1	10	-1	-0.4	3	0.4	1
COc1ccc(NC(=O)c2cc(F)cc(F)c2)cc1Cl	5	7	6	-1	5	-3	0.7	-14	2.8	3
CC(C)N(c1ccccc1)c1ccc(NC(=O)CCl)cc1	-4	5	1	-6	3	-2	-0.4	-12	-9.7	0
CCCC(C)C(=O)NC1CCCCN(Cc2ccccc2C)C1=O (stereo not given)	-1	-4	-2	7	nt	2	0.2	nt	nt	4
O=C(NCCCc1ccccc1)C1CCN(c2nc(-c3ccc(Br)cc3)cs2)CC1	nt	-6	4	6	nt	-2	nt	nt	nt	11
Cn1ccc2c(-c3cccnc3)cc3c(c21)C1CCC3C1 (stereo not given)	1	3	-29	-6	-1	1	-1.1	-6	nt	-11
Cc1cc(C(=O)CSc2ccccc2)cc(C)c1O	-1	-2	3	-34	0	4	-0.4	2	3.5	-3
Nc1ccc(N=Nc2ccccc2Cl)c(N)n1	8	-5	14	10	7	39	-0.3	-1	6.8	-5
COc1cccc(CNC(=O)COC(=O)c2nn(C)c(=O)c3ccccc23)c1	-1	2	-5	1	3	-5	-0.2	14	-0.9	0
COc1ccccc1/C=C/C=N/NC(=O)c1ccncc1	0	2	-18	7	-10	6	0.6	8	2.8	-4
Cc1cc(NCCCN2CCOCC2)n2nc(C)c(-c3ccccc3)c2n1	-9	1	-12	12	12	-2	-0.2	-5	-1.4	3
O=C(Nc1ccc(Cl)cn1)c1ccc(-c2cc(Cl)ccc2Cl)o1	3	-2	-13	18	7	3	-1.4	3	-1.4	-6
Cc1ccc(/C=C2\C(=O)NC(=O)N2C)o1	0	3	-6	3	-3	5	0.2	0	-0.2	-1
CCOc1ccc(C(=O)Nc2ccc3c(c2)OCCO3)cc1	-5	1	4	0	-1	-1	0.3	-3	1.0	4
CC(C)CC(=O)N1CCN(Cc2ccccc2[N+](=O)[O-])CC1	-6	3	0	3	4	5	0.1	-11	1.0	0
CCOC(=O)c1cccc(NC(=S)NC(=O)c2cccnc2)c1	-6	0	4	18	10	-4	-0.3	-2	-1.2	-1
CCOc1ccc(CN2CCN(Cc3cc4ccccc4[nH]3)CC2CCO)cc1 (stereo not given)	8	7	-11	-13	0	3	-0.2	4	2.2	0
